proCasp3 act: activators of human procaspase-3; recombinant procaspase-3 D3A, Ac-DEVD-pNA absorbance 405 nm; 330,000 compounds, 0.11% hits; P42574; activation, % at 8.5 µM;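 active = activation above the mean of all tested compounds plus 3 SD, cut at about 21% in these data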;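 note: 0% = DMSO alone and 100% = DMSO wells spiked with extra 5 µM PC-3 D3A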
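Technique: 405 nm absorbance of p-nitroaniline, reads at 0 and 120 min; Test system: Procaspase-3 D3A mutant; Incubation: 1 h enzyme-compound preincubation, then 2 h substrate reaction, 25 °C; Repeats: singlicate, each compound tested once; Benchmarks: low control DMSO wells, high control DMSO plus 5 µM PC-3 D3A.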
JMJD2C inh: human JMJD2C demethylase inhibition; Q9H3R0; GST-JMJD2C(1-420) H3K9me3 demethylation, DELFIA europium; inhibition, % at 2.35 µM; 330,000 compounds, 0.069% hits;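 active = more than half of a compound's replicate wells show inhibition beyond 50%, single wells judged on their own value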;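 note: signal counts dimethyl H3K9 product captured on neutravidin plate; 0% = median of DMSO wells and 100% = 0.3 times that DMSO median; strong numbers were not always called active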
Fh CTSL1 inh: counter-screen for PFM18AAP inhibitors: inhibitors of F. hepatica cathepsin L1 | recombinant F. hepatica cathepsin L1, Z-Leu-Arg-MCA fluorescence | inhibition, % at 5.96 µM | 300,000 compounds, 0.49% hits | AID 1906;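 active = inhibition above the mean of all tested compounds plus 3 SD, set per screening campaign, cut at about 17% in these data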;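 note: 0% = plate median of test compound wells and 100% = 1 µM Z-Phe-Ala-diazomethylketone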
Efflux pump mplx: blocks antifungal efflux pumps in multiplex yeast assay. S. cerevisiae Candida pump triplex, Nile Red efflux. inhibition, % at 10 µM. 330,000 compounds, 0.44% hits. AID 485275;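 active = plate passing quality check with inhibition over a set limit, or well fluorescence over plate mean plus 4 SD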;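 note: Nile Red retained in pooled yeast measured as flow cytometry median fluorescence; 0% = buffer negative control and 100% = Enniatin B positive control; higher means more Nile Red kept so more efflux inhibition; some compounds called inactive have numbers as strong as hits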
core dimer inh: HCV core protein dimerization inhibition; 300,000 compounds, 0.33% hits; TR-FRET GST/Flag-core106 dimerization, 1536-well; inhibition, % at 5 µM; AID 1899;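 active = inhibition above the mean of all tested compounds plus 3 SD, set per screening campaign, cut at about 45% in these data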
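Assay system: Tagged HCV core106 pair (GST and Flag) | Buffer or medium: KF-containing HEPES buffer, pH 7.45, DTT, CHAPS, BSA | Also added: Eu donor and XL665 acceptor anti-tag antibodies | Dosing: One concentration, 5 µM, in 0.5% DMSO | Timing: 4 h at 22.5 °C | Technique: TR-FRET 671 and 617 nm emission | Repeats: Singlicate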
procasp7 counter: counter-screen for procaspase-3 activators: activators of human procaspase-7; P55210; recombinant procaspase-7, Ac-DEVD-pNA absorbance 405 nm; D23A/D198A/D206A triple mutant, cannot self-cleave; scale: DMSO 0, 5 µM enzyme 100; activation, % at 8.5 µM; 330,000 compounds, 0.093% hits; AID 463210;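 active = percent activation above the screen-wide mean plus 3 SD, cut at about 25% in these data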
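signal = Epi-absorbance of released pNA at 405 nm, two timepoints | assay system = Uncleavable procaspase-7 mutant enzyme | reagent = Ac-DEVD-pNA substrate, 400 µM as added | times = 1 h enzyme–compound preincubation and 2 h substrate reaction, both 25 °C | benchmarks = low DMSO alone, high DMSO plus 5 µM PC-7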
PP1 inh: PP1-alpha (human) inhibition in PP5 counter-screen; P62136; purified PP1alpha, OMFP fluorescence; inhibition, % at 6.7 µM; 320,000 compounds, 0.9% hits; AID 2235;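 active = inhibition above the mean inhibition of all tested compounds plus 3 SD, computed separately for each screening campaign, cut at about 15% in these data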
Target sequence (P62136 whole entry, looked up): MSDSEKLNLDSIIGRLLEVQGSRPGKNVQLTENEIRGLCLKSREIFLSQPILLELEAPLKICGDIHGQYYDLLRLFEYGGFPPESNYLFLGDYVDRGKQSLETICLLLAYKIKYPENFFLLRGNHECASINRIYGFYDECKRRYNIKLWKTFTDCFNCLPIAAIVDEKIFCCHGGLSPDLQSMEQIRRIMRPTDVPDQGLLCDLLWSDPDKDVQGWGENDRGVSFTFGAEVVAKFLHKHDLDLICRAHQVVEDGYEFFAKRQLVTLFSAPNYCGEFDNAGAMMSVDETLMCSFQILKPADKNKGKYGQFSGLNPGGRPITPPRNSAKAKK
PP5 primary: inhibitors of human protein phosphatase 5 (PP5) | P53041 | 320,000 compounds, 0.18% hits | inhibition, % at 6.7 µM | purified PP5c, OMFP substrate fluorescence;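 active = inhibition above the campaign's mean inhibition across all tested compounds plus 3 SD, cut at about 9.5% in these data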;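 note: 0% = DMSO only and 100% = 100 µM cantharidin control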
Target sequence (P53041 whole entry, looked up): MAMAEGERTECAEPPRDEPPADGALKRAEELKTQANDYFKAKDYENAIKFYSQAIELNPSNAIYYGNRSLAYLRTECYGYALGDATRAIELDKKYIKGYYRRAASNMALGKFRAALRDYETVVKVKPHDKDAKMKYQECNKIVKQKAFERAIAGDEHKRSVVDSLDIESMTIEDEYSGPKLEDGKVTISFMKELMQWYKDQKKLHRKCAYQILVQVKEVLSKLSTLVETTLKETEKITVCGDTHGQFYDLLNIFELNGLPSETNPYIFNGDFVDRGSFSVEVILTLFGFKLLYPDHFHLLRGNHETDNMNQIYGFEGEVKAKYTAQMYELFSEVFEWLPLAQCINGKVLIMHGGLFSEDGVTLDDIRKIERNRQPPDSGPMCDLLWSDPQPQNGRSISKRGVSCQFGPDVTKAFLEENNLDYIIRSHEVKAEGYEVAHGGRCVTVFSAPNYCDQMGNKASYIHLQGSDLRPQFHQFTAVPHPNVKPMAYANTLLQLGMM
TPT1 inh: C. albicans TPT1 enzyme inhibition | recombinant caTPT1, FP RNA substrate dephosphorylation | inhibition, % at 5 µM | 300,000 compounds, 0.81% hits | AID 1962;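 active = inhibition above the mean of all tested compounds plus 3 SD, set per screening campaign, cut at about 24% in these data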;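 note: plate controls were DMSO alone for no effect and ferristatin control at 100 nM for full effect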
* hit, by the source's call; . = not tested or not shown. This is a random part of the collection, and some 2.9% of all compounds hit somewhere here.

nr	SMILES	procasp7 counter	PP1 inh	PP5 primary	Fh CTSL1 inh	core dimer inh
1	COc1cccc(/C=C2\N=C(C3CCCCC3)OC2=O)c1OC	7	-3	-1.0	20*	1
2	CC(C)(C)NC(=O)COC(=O)c1ccc(S(=O)(=O)N2CCCCCC2)cc1	8	-3	0.3	-7	1
3	CO/N=C/NC(=O)NOCc1ncc(C(F)(F)F)cc1Cl	4	-1	5.8	0	0
4	C=CCC1NS(=O)(=O)OC(CCCC)C1O (configuration not stated)	4	-1	3.3	0	-1
5	Cc1c(C)[n+](=O)c(-c2ccc(F)cc2)c(C)n1[O-]	9	-6	-0.7	0	-2
6	Cc1cc(=O)oc2c(CN3CCCC3)c(O)ccc12	11	-1	1.2	6	-7
7	CCN(CC)S(=O)(=O)c1ccc(C)c(NC(=O)COC(=O)c2ccc(C)c(S(=O)(=O)N3CCOCC3)c2)c1	12	1	3.5	-5	7
8	COc1ccc(Cl)cc1NS(=O)(=O)c1cccc(C(=O)NC2CCC(O)CC2)c1 (configuration not stated)	10	0	-0.1	-4	-5
9	Cc1nc(SCC(=O)N2CC(=O)Nc3ccccc32)nc(C)c1C	10	-4	-3.0	0	0
10	Cc1ccc(C(=O)N2CCOCC2)cc1S(=O)(=O)N1CCOCC1	-8	-3	1.3	0	-4
11	COC(=O)C1=C(CCc2ccccc2)NC(=O)NC1c1ccc(C#N)cc1 (configuration not stated)	-6	6	4.0	-1	-1
12	O=C(NC1CCCCC1)C1CC(=O)N(CCc2ccc(F)cc2)C1 (configuration not stated)	-4	2	-0.9	3	3

nr	proCasp3 act	TPT1 inh	JMJD2C inh	Efflux pump mplx
1	1	2	3	0.1
2	-2	-3	0	0.0
3	-1	-4	3	-0.1
4	6	-1	.	-0.1
5	-1	-3	3	0.0
6	9	3	0	-0.1
7	1	0	-2	0.2
8	0	-2	-2	0.1
9	0	1	0	-0.1
10	12	-2	4	0.0
11	2	-2	3	0.0
12	-2	-2	-1	-0.1

Other compounds follow:
nr	SMILES	procasp7 counter	PP1 inh	PP5 primary	Fh CTSL1 inh	core dimer inh
13	O=C1CCC(C(=O)Nc2cc(C(F)(F)F)ccc2-n2cncn2)=NN1	1	-1	4.2	-4	-12
14	CCOc1ccc(C(C)=O)cc1COC(=O)CNC(=O)C12CC3CC(CC(C3)C1)C2	14	.	.	.	.
15	COc1cc(/C=C/C(=O)O)cc2c1OCCO2	-4	-1	-2.9	4	0
16	CCC(C(=O)NCCc1c[nH]c2ccc(C)cc12)c1ccccc1 (configuration not stated)	5	-2	2.1	1	12
17	CCCOc1ccc(C(=O)Nc2ccc(S(=O)(=O)Nc3cc(C)nc(C)n3)cc2)cc1	-1	3	0.7	-1	1
18	CN(CC(=O)Nc1cccc(F)c1)C(=O)c1cccc(-n2cccc2)c1	-9	3	2.1	2	64*
19	CC1=CC=CC2=NC(=O)CC(C)(C(=O)O)N12 (configuration not stated)	3	-3	-0.9	3	-1
20	O=C(CCN1C(=O)c2ccccc2S1(=O)=O)Nc1ccccc1O	3	-1	1.6	1	-5
21	O=[N+]([O-])/C=C/c1ccc2c(ccn2Cc2ccccc2)c1	-22	18*	-0.2	5	1
22	N#Cc1nc(Cc2ccccc2)oc1NCc1ccccc1Cl	-7	5	4.6	-3	9
23	COc1ccccc1N1CCN(C(=O)C2CCCO2)CC1 (configuration not stated)	-4	-3	1.1	-3	-1
24	O=C(N/N=C/C1=C(N2CCOCC2)C(=C\c2ccccc2)/CC1)Nc1ccccc1	3	-1	-2.7	4	1

nr	proCasp3 act	TPT1 inh	JMJD2C inh	Efflux pump mplx
13	-7	-1	-15	0.2
14	-3	.	-1	0.3
15	6	5	-4	0.0
16	-5	0	2	0.0
17	-7	-6	-9	0.0
18	-7	4	-1	0.0
19	4	1	-1	0.1
20	-4	0	1	0.2
21	1	-3	8	0.0
22	0	2	1	0.3
23	20	4	4	0.0
24	4	-1	3	0.1

Structures above marked active in core dimer inh:
cpd	SMILES	PP5 primary	core dimer inh	proCasp3 act	TPT1 inh	JMJD2C inh	Efflux pump mplx
18	CN(CC(=O)Nc1cccc(F)c1)C(=O)c1cccc(-n2cccc2)c1	2.1	64*	-7	4	-1	0.0

Further structures
nr	SMILES	procasp7 counter	PP1 inh	PP5 primary	Fh CTSL1 inh	core dimer inh
25	CCc1nnc(NC(=O)CCC(=O)N2CCN(C3CCCCC3)CC2)s1	3	-3	0.5	-1	-7
26	OCC1(Cc2cccc(Cl)c2)CCCN(Cc2ccc(F)c(F)c2)C1 (configuration not stated)	10	0	4.3	1	4
27	O=C1C2C3C=CC(C3)C2C(=O)N1c1ncn[nH]1 (configuration not stated)	10	-2	0.8	-1	-3
28	COC(=O)c1ccccc1NC(=O)c1cccc(NC(=O)C(C)C)c1	-2	-1	1.9	1	-3
29	COC(=O)c1ccccc1N1C(=O)C2C(C1=O)[C@H]1C=C[C@@H]2C1 (some centres not stated)	4	1	2.7	-4	-3
30	Cc1cccc(NC(=O)CN2CCN(C(=O)c3cnn(Cc4ccccc4)c3)CC2)c1C	-3	-1	2.3	.	.
31	COc1ccc(C)cc1NC(=O)c1ccoc1C	-9	-2	-4.2	0	2
32	CCCn1c(N)c(Sc2ccc(Cl)cc2)c(=O)n(CCC)c1=O	-9	-2	1.6	4	-2
33	CC(C)(CNC(=O)c1cccs1)N1CCOCC1	5	-5	2.6	.	.
34	Cc1cccc(N2C(=O)C3C4CC(=O)C(c5ccccc54)C3C2=O)c1C (configuration not stated)	1	2	2.9	1	-4
35	CCn1c(SCc2nc3ccccc3[nH]2)nnc1-c1cccnc1	4	3	0.8	-2	-5
36	CCCc1cc(=O)oc2c(C)c(OCC(=O)NC3CC(C)(C)NC(C)(C)C3)ccc12	8	0	1.0	-1	0

nr	proCasp3 act	TPT1 inh	JMJD2C inh	Efflux pump mplx
25	2	-1	1	0.0
26	-4	2	-15	0.0
27	2	1	-3	0.0
28	9	-4	5	0.2
29	10	0	-34	0.0
30	4	.	-9	0.3
31	3	-4	-39	0.1
32	6	3	3	0.0
33	-2	.	7	0.0
34	8	-2	30	0.0
35	-4	1	1	-0.1
36	-4	0	20	-0.1

Another view of some results above:
(6) Cc1cc(=O)oc2c(CN3CCCC3)c(O)ccc12
(23) COc1ccccc1N1CCN(C(=O)C2CCCO2)CC1 (configuration not stated)
(29) COC(=O)c1ccccc1N1C(=O)C2C(C1=O)[C@H]1C=C[C@@H]2C1 (some centres not stated)
(33) CC(C)(CNC(=O)c1cccs1)N1CCOCC1
Assay by compound	6	23	29	33
procasp7 counter	11	-4	4	5
PP1 inh	-1	-3	1	-5
PP5 primary	1.2	1.1	2.7	2.6
Fh CTSL1 inh	6	-3	-4	.
core dimer inh	-7	-1	-3	.
proCasp3 act	9	20	10	-2
TPT1 inh	3	4	0	.
JMJD2C inh	0	4	-34	7
Efflux pump mplx	-0.1	0.0	0.0	0.0

Next results:
nr	SMILES	procasp7 counter	PP1 inh	PP5 primary	Fh CTSL1 inh	core dimer inh
37	Cc1ccc(C)c(N2CCN(C(=O)CCS(=O)(=O)c3ccc4c(c3)NC(=O)C(C)S4)CC2)c1 (configuration not stated)	3	-1	2.0	2	8
38	CCOC(=O)c1ccc(NC(=O)c2ccc(NS(C)(=O)=O)cc2)cc1	2	1	4.8	-2	0
39	O=C(CCNC(=O)c1ccc(Br)cc1)Nc1cccc(S(=O)(=O)N2CCCCC2)c1	-2	3	1.5	5	2
40	O=C(CNS(=O)(=O)c1cccc2nsnc12)NCc1ccc(Cl)cc1	-4	-1	0.3	7	4
41	CCN(CC)CCC(c1cc(OC)c(OC)c(OC)c1)c1c(OC)cc(OC)c2c(-c3ccccc3)cc(=O)oc12 (configuration not stated)	-6	-3	-0.8	-7	-3
42	CCN(Cc1ccccc1)C(=O)CSc1nc(C)cc(C)c1C#N	6	-1	1.6	2	4
43	O=C(CN1CCN(Cc2ccccc2)CC1)Nc1ccccc1-c1ccccc1	14	4	1.6	-1	4
44	O=C(Nc1ccsc1C(=O)NC1CCCCC1)c1ccccc1	4	1	3.2	-2	7
45	COc1ccc(C2=NOC(C(=O)N3CCN(c4ccccc4OC)CC3)C2)cc1 (configuration not stated)	-7	-4	-0.8	6	1
46	Cc1cc(NC(=O)CCC(=O)N(Cc2ccco2)C2(C(=O)NC3CCCCC3)CCCC(C)C2)no1 (configuration not stated)	-5	5	3.4	-1	3
47	Cc1cc(C(=O)NCc2ccc(S(N)(=O)=O)cc2)c(C)o1	3	-2	-1.1	-1	0
48	Cc1cccc(NC(=O)c2cc(=O)c3ccccc3o2)c1	-12	2	0.2	9	4
49	CCn1cc(C(=O)OCC(=O)N(C)Cc2ccccc2)c(=O)c2ccc(C)nc21	3	6	0.8	0	0

nr	proCasp3 act	TPT1 inh	JMJD2C inh	Efflux pump mplx
37	-3	3	-11	-0.1
38	0	3	-12	0.0
39	-16	-2	-5	0.1
40	6	2	-5	0.0
41	0	0	-11	0.0
42	12	0	4	-0.1
43	4	1	-5	0.0
44	-1	1	7	0.0
45	9	0	7	0.1
46	-9	0	6	0.1
47	-5	-1	8	0.0
48	3	1	1	0.1
49	2	-2	-24	0.2

Assay outcomes (PubChem BioAssay)
